NR1D1 modulator – Rev-erb alpha (human) modulation. P20393. Rev-erbα–FITC-DNA binding, fluorescence polarization, 90 min. hit rate 0.79% among 370,000. activity, % at 10 µM;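 active = activity above about 14%, limit read from the data; passing the limit was not always enough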;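 note: 0% = DMSO wells with 35 nM protein and 100% = DMSO wells with 750 nM protein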
Target sequence (P20393 whole entry, looked up): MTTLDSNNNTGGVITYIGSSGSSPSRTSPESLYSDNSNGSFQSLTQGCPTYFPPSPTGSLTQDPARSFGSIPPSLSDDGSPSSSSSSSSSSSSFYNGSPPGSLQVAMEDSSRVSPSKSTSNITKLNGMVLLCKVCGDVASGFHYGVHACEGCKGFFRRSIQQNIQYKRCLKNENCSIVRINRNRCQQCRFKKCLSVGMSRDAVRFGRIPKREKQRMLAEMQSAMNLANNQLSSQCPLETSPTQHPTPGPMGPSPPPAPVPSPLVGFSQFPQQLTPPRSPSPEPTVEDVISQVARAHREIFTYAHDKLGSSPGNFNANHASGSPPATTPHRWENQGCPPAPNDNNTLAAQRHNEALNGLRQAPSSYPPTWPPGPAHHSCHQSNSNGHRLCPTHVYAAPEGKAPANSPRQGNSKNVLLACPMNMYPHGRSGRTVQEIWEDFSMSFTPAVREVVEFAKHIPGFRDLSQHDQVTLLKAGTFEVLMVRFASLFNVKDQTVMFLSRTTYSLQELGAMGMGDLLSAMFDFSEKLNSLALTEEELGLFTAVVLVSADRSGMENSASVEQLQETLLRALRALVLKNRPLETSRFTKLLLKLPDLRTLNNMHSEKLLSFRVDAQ
PLCg1 inh – PLC-gamma1 (human) inhibition, primary screen; inhibition, % at 12.2 µM; P19174; purified PLC-gamma1, fluorogenic substrate, fluorescence; hit rate 0.84% among 370,000; AID 720700; in the data active = inhibition above about 9.5%
PLCb3 inh – inhibitors of human phospholipase C beta3. Purified PLC-beta3, fluorogenic substrate, fluorescence. Q01970. inhibition, % at 12.2 µM. hit rate 0.18% among 370,000. AID 720704; in the data active = inhibition above about 11%;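 note: 0% = median of compound wells on plate and 100% = full blocker control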
HGIII-sPLA2 inh – Blocks human group III sPLA2 activity; inhibition, % at 12.2 µM; hit rate 0.56% among 370,000; Q9NZ20; QFRET BODIPY PC-A2 liposome hydrolysis, fluorescence;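 active = inhibition above mean plus 3 SD of compounds lying within the high and low control bounds, cut at about 19% in these data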;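 note: 0% = median of test compound wells and 100% = no enzyme DMSO wells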
UHRF1 binding – UHRF1 methyl-DNA binding inhibition | AID 687016 | UHRF1 binding to methylated oligo, TR-FRET | hit rate 0.75% among 370,000 | inhibition, % at 4.4 µM; in the data active = inhibition above about 21%;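 note: UHRF1 SRA domain binding a hemimethylated CpG hairpin DNA probe; 0% = median of test compound wells and 100% = reference inhibitor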
DDE Tn6 FP inh – DD(E)-Tn6 binding inhibition, primary FP screen; P02675; Fibrin DD(E) TRITC-Tn6 fluorescence polarization displacement; inhibition, % at 8.3 µM; hit rate 0.21% among 370,000; AID 720509;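 active = inhibition above a per-campaign cutoff: mean of compounds within control limits plus 3 SD, cut at about 15% in these data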;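 note: 0% = median of all compound wells on the plate and 100% = blocking peptide control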
ASAP1 inh – blocks human ASAP1-stimulated Arf1 GTP hydrolysis | hit rate 0.19% among 360,000 | GDP FP detection | inhibition, % at 16.5 µM | AID 624377 | Q9ULH1; in the data active = inhibition above about 25%;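 note: 0% = vehicle with enzyme and substrate and 100% = no enzyme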
Target sequence (Q9ULH1 325-724 limits assumed): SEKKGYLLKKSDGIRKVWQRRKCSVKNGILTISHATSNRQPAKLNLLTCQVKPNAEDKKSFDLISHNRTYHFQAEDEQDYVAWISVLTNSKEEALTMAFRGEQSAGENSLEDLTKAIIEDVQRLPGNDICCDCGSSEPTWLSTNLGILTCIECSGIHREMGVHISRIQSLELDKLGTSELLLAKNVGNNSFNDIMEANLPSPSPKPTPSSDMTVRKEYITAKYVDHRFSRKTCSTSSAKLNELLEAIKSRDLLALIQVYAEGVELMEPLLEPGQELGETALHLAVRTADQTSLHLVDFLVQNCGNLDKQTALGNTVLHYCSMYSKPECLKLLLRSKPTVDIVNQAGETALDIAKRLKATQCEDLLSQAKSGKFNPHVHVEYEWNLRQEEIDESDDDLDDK
DDE Tn7 FP inh – disrupts Tn7 cyclic peptide binding to fibrin D-Dimer-E complex | P02675 | FP displacement of FITC-Tn7 peptide from fibrin DD(E); 0% = median of compound wells per plate | inhibition, % at 8.3 µM | hit rate 0.13% among 370,000 | AID 720508;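 active = inhibition above the mean of compounds falling within the control limits plus 3 SD of them, cut at about 14% in these data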;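 note: 0% = plate median of compound wells and 100% = 10 µM Aha-Tn7 peptide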
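Test system – human fibrin DD(E) · Times – 10 min preincubation, 3 h with tracer, room temperature · Detection – fluorescence polarization of the labelled Tn7 tracer · Measure – percent inhibition normalized to high-control wells · Benchmarks – high control wells with 10 µM unlabelled Aha-Tn7 peptide (full inhibition) · Repeats – singlicate testing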
proKLK7 act – proKLK7 (human) activation, primary screen; activation, % at 7 µM; AID 652039; hit rate 0.9% among 370,000; P49862; purified proKLK7, EDANS-DABCYL substrate fluorescence; 100% is mature enzyme control, 0% vehicle;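 active = activation above the mean of all tested compounds plus 3 SD, computed per campaign excluding outliers beyond control limits, cut at about 13% in these data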
ARFGAP1 inhibitor – inhibits rat ARF GTPase activating protein 1; inhibition, % at 16.5 µM; hit rate 0.26% among 360,000; Q62848; Arfgap1-stimulated ARF1 GTP hydrolysis, GDP FP detection; AID 651572;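 active = inhibition above a per-plate limit, mean inhibition of low control wells plus 3 SD, cut at about 25% in these data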;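 note: 0% = DMSO wells with enzyme and 100% = wells lacking Arfgap1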
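Replicates: Single well per compound | Assay system: Truncated rat Arfgap1 GAP domain | Control set: No-Arfgap1 wells (100%) versus DMSO full-reaction wells (0%) | Times: Enzyme reaction 120 min at 25 °C after 20 min preincubation | Reagent: Human ARF1(Δ1-17)-GTP substrate | Measured by: Tracer-displacement fluorescence polarization with EDTA stop, 620/688 nm | Measure: Percent inhibition of Arfgap1-stimulated GTP hydrolysis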
Numbers without * were called inactive.

Preview, 12 compounds:
SMILES	NR1D1 modulator	PLCg1 inh	PLCb3 inh	HGIII-sPLA2 inh	UHRF1 binding	DDE Tn6 FP inh	ASAP1 inh	DDE Tn7 FP inh	proKLK7 act	ARFGAP1 inhibitor
C=C(C)C1Cc2c(C)nn(-c3nc(C)cc(C)n3)c2C1 (stereo not drawn)	-6	-8	-9	-12	-4	-3	-15	-2	0.3	0
CCCCCC1CC(CC(C)C(=O)Nc2nncs2)C(=O)O1 (stereo not drawn)	-2	2	-1	5	1	5	5	-3	-0.8	5
CCNC(=O)C(Sc1ccccc1)c1ccccc1 (stereo not drawn)	-5	0	1	-4	-1	-5	-3	7	-0.1	-8
COc1ccc(C(C)(C)C)cc1NC(=O)c1cccc(S(=O)(=O)N2CCN(C(C)=O)CC2)c1	1	5	4	2	1	-5	7	1	-0.2	3
CCC(=O)N(CCc1ccccc1)Cc1cc2cc3c(cc2[nH]c1=O)OCO3	-3	-8	-6	0	-1	-1	-9	1	-0.4	8
COC(=O)c1c(-c2ccc(SC)cc2)sc2ccccc12	-4	-337	-480	-1	-2	7	-5	-2	-41	-8
Fc1ccc(NC(=S)N2CCc3ccccc3C2)c(F)c1	3	-1	0	5	-1	3	-1	4	-0.4	-3
C/C(=N/O)c1ccc(N2C(=O)C3C4C=CC(C3C2=O)C2C3C(=O)N(c5ccc(/C(C)=N/O)cc5)C(=O)C3C42)cc1 (stereo not drawn)	-7	1	0	-9	1	-4	13	-7	-0.4	6
C#CCNC(=O)C[C@@H]1C[C@@]2(C(=O)OC)CCCCC=C2N(CCC2=CCCCC2)C1=O	0	1	-1	9	-2	-8	2	2	-0.3	12
COc1cccc(CC(NC(C)=O)C(=O)NC2CCN(c3nc(C)cc(C)c3C#N)CC2)c1OC (stereo not drawn)	1	-33	-40	1	0	6	-3	1	-1.0	-3
CCCN(CCC)Cc1cc(=O)oc2cc(C)ccc12	-9	-3	-1	3	-1	0	-6	-2	-0.5	10
CCc1nnc(SCC(=O)N2CCc3ccccc32)n1CC	-3	0	-5	-4	2	1	-8	-5	0.0	-8

All compounds of this part, repeating the preview:
SMILES	NR1D1 modulator	PLCg1 inh	PLCb3 inh	HGIII-sPLA2 inh	UHRF1 binding	DDE Tn6 FP inh	ASAP1 inh	DDE Tn7 FP inh	proKLK7 act	ARFGAP1 inhibitor
C=C(C)C1Cc2c(C)nn(-c3nc(C)cc(C)n3)c2C1 (stereo not drawn)	-6	-8	-9	-12	-4	-3	-15	-2	0.3	0
CCCCCC1CC(CC(C)C(=O)Nc2nncs2)C(=O)O1 (stereo not drawn)	-2	2	-1	5	1	5	5	-3	-0.8	5
CCNC(=O)C(Sc1ccccc1)c1ccccc1 (stereo not drawn)	-5	0	1	-4	-1	-5	-3	7	-0.1	-8
COc1ccc(C(C)(C)C)cc1NC(=O)c1cccc(S(=O)(=O)N2CCN(C(C)=O)CC2)c1	1	5	4	2	1	-5	7	1	-0.2	3
CCC(=O)N(CCc1ccccc1)Cc1cc2cc3c(cc2[nH]c1=O)OCO3	-3	-8	-6	0	-1	-1	-9	1	-0.4	8
COC(=O)c1c(-c2ccc(SC)cc2)sc2ccccc12	-4	-337	-480	-1	-2	7	-5	-2	-41	-8
Fc1ccc(NC(=S)N2CCc3ccccc3C2)c(F)c1	3	-1	0	5	-1	3	-1	4	-0.4	-3
C/C(=N/O)c1ccc(N2C(=O)C3C4C=CC(C3C2=O)C2C3C(=O)N(c5ccc(/C(C)=N/O)cc5)C(=O)C3C42)cc1 (stereo not drawn)	-7	1	0	-9	1	-4	13	-7	-0.4	6
C#CCNC(=O)C[C@@H]1C[C@@]2(C(=O)OC)CCCCC=C2N(CCC2=CCCCC2)C1=O	0	1	-1	9	-2	-8	2	2	-0.3	12
COc1cccc(CC(NC(C)=O)C(=O)NC2CCN(c3nc(C)cc(C)c3C#N)CC2)c1OC (stereo not drawn)	1	-33	-40	1	0	6	-3	1	-1.0	-3
CCCN(CCC)Cc1cc(=O)oc2cc(C)ccc12	-9	-3	-1	3	-1	0	-6	-2	-0.5	10
CCc1nnc(SCC(=O)N2CCc3ccccc32)n1CC	-3	0	-5	-4	2	1	-8	-5	0.0	-8
Cc1ccc(-c2nn3c(C)nnc3s2)cc1NC(=O)c1cccnc1	1	-8	-8	2	-1	3	4	6	0.2	1
CC(C)N=C(NS(=O)(=O)c1ccccc1)C(Cl)(Cl)Cl	3	-1	1	6	-2	0	-7	1	0.0	3
O=C(NC1CCCCC1)c1cc(F)cc2c1OCOC2	-1	5	2	0	-3	-2	-4	2	-0.2	0
COc1cccc(-n2c(SCC(=O)Nc3sc4c(c3C(N)=O)CCC4)nc3ccccc3c2=O)c1	-5	0	-2	-1	-3	1	14	7	-0.2	15
CC(C)(C)OC(=O)N1CCC2(CC1)Oc1ccc(F)cc1C(=O)C21CC(c2cccnc2)=NO1 (stereo not drawn)	0	-4	-5	-3	0	-6	9	1	0.0	-9
COc1cc2c(cc1NC(=O)COC(=O)[C@@H](NS(=O)(=O)c1cccc(Cl)c1)C(C)C)oc1ccccc12	7	-14	-12	-27	1	-1	-5	7	-6.1	18
CCCCCCCCCCC(=O)Nc1cccnc1	-2	1	2	-1	2	-1	-5	-8	0.1	5
COc1cccc(/C=C2\SC(=S)NC2=O)c1OS(=O)(=O)c1ccc(NC(C)=O)cc1	-1	1	7	-11	4	7	-1	0	-0.4	11
COCCN(CCOC)S(=O)(=O)c1ccc(C(=O)Nc2nc3c(s2)CCc2ccccc2-3)cc1	4	-12	-24	-5	-4	4	-11	9	-30	-2
CN(Cc1ccccc1)C(=O)c1ccc(NC(=O)Cc2cccc(NC(=O)C3CCCN(C(=O)C4CCCCC4)C3)c2)cc1 (stereo not drawn)	1	-1	2	-32	1	-2	-2	2	0.9	6
CC(=O)c1c(C)nc2ccc(Br)cc2c1C(=O)O	-1	-3	0	-5	0	-3	9	0	0.2	1
O=C(Cc1ccsc1)Nc1cc(F)ccc1F	-3	3	-1	3	2	-5	10	1	-0.1	11
COc1ccc(Nc2nc(N3CCCC3)c3ccccc3n2)cc1	6	-20	-13	-7	0	1	9	1	0.2	7
O=C1CC(NC2CCN(C(=O)c3cccc(F)c3)CC2)C(=O)N1 (stereo not drawn)	3	1	0	2	-2	0	-1	2	0.4	3
CCCCNCc1cc(Br)c(OCc2cccs2)c(OC)c1	0	3	3	-2	3	-6	4	-4	-0.6	8
COc1ccc(N2CCN(C3CCCN(C(=O)CN4CCOC4=O)C3)CC2)cc1 (stereo not drawn)	-3	-1	-2	3	0	3	-1	-10	-0.4	5
CCOC(=O)C1(CC2CCCCO2)CCN(S(=O)(=O)c2cc(C)cs2)CC1 (stereo not drawn)	-3	2	4	-3	-1	0	-6	2	-0.2	11
Cc1ccc2nsnc2c1S(=O)(=O)NCc1ccc2c(c1)OCO2	-3	2	2	0	-2	11	-7	-3	0.1	2
Cc1ccc(C)c(OCCC(=O)OCc2csc(CC(=O)Nc3ccccc3C)n2)c1	0	-2	-9	-51	0	1	-2	3	0.0	9
CC(=O)N(CC(=O)O)c1ccccc1	2	3	-339	4	-3	5	-19	-3	-0.7	-3
O=C(O)C(CCc1ccccc1)N1CCOCC1 (stereo not drawn)	-2	3	4	-3	-1	1	3	4	0.0	-12
Cc1cc(NC(=O)CSc2nnc(-c3ccccc3C)n2C)no1	-6	1	-2	-1	0	-4	12	-2	0.0	1
COc1ccc(NC(=O)NC2CCCCC2C)cc1 (stereo not drawn)	8	5	3	2	5	-7	4	-6	-0.2	-3
CCc1ccc2oc(C(=O)Nc3nonc3CC)c(C)c2c1	0	0	-3	-3	0	0	-5	8	0.1	-2
Cc1cc(F)ccc1NC(=O)c1cccnc1	0	-21	-4	3	-1	-7	0	-6	0.4	-2
CCNC(=O)c1ccc(-n2nc(C)cc2-c2ccccc2)cc1	4	4	6	3	3	-7	-1	-5	0.2	19
O=C(Nc1ccc(S(=O)(=O)NC2=NCCCCC2)cc1)c1cccc(S(=O)(=O)N2CCOCC2)c1	-7	5	4	-4	-1	-2	-6	-1	0.5	10
CCS(=O)(=O)Nc1cc(OC)c(OC)cc1Cc1nccc2cc(OC)c(OC)cc12	-1	6	-2	-5	2	-6	-5	-8	-0.3	-5
Cc1ccc(S(=O)(=O)N2CCC(C(=O)NCCCN3CCOCC3)CC2)cc1	8	2	1	9	-1	3	-5	4	-0.3	3
COc1cccc(C(=O)Nc2c3c(nn2-c2ccc(Cl)cc2)CS(=O)(=O)C3)c1OC	-3	-3	-4	-5	-3	5	-10	6	0.2	-6
O=C(NCc1ccco1)c1ccccc1SCC(=O)N1CCCC1	-7	-7	-9	9	7	-1	8	-2	-0.2	6
COc1ccc(S(=O)(=O)CC(=O)c2cc(C)c(O)c(C)c2)cc1	1	0	-1	-8	6	2	12	4	0.5	-2
CC12C(=O)N(c3ccc(C(=O)N4CCOCC4)cc3)C(=O)C1C1c3ccccc3C2c2ccccc21 (stereo not drawn)	-4	0	4	12	5	-1	-11	-7	-0.8	-2
CCOCCCn1c(SCC(=O)Nc2ccccc2OC)nc2ccccc2c1=O	5	7	-4	-2	2	6	12	-4	-0.5	10
CCCn1c2ccc(F)cc2c2nnc(SCCN3CCOCC3)nc21	-2	-2	-13	-1	-4	9	-1	2	0.4	-22
CCCn1c(SCC(=O)Nc2cccc(F)c2)nc(O)cc1=O	-6	0	-1	-4	0	-8	7	3	0.5	-4
O=C(/C=C/c1ccccc1)Nc1nnc(SCC(=O)c2ccc3ccccc3c2)s1	-2	-2	-3	-7	-4	5	-3	0	0.4	6
Cc1c(CCC(=O)N[C@@H](C)C(=O)O)c(=O)oc2c(C)c3oc4c(c3cc12)CCCC4	-1	-307	-395	-15	1	-6	1	-1	7.8	2
Cc1cc(Cl)c(S(=O)(=O)N2CCCC2)cc1OCC(N)=O	-1	4	1	-1	0	6	-12	-1	-0.8	1
Cc1cccc(C(=O)N2CCN(c3ccc([N+](=O)[O-])c(NCc4ccco4)c3)CC2)c1	0	9.5*	-2	-17	-4	8	4	6	0.6	-3
Cc1ccccc1NC(=O)COc1ccccc1C	2	4	-5	-2	-3	-3	-5	1	0.8	-3

Assay outcomes deposited in PubChem by several laboratories.
